RPL19A-GFP yeast: alters RPL19A-GFP fluorescence in TOR pathway yeast screen | 330,000 compounds, 0.3% hits | percent response vs DMSO, % at 10 µM | S. cerevisiae RPL19A-GFP strain, flow cytometry, 3 h; stronger effect = lower value;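 active = percent response vs DMSO below 50%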;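 note: median channel GFP fluorescence of the barcoded RPL19A-GFP strain; ratio of sample median GFP to plate DMSO average so 100% = DMSO; lower means less RPL19A-GFP as with rapamycin TOR inhibition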
LAP4-GFP MLPCN: alters LAP4-GFP fluorescence in TOR pathway yeast screen | S. cerevisiae LAP4-GFP multiplex, flow cytometry GFP, 3 h; median GFP as percent of DMSO wells | GFP response vs DMSO, % at 10 µM | 320,000 compounds, 0.34% hits | AID 2023;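 active = GFP response vs DMSO above a set limit, about the screen mean plus 3 SD, cut at about 150% in these data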
MEP2-GFP yeast: alters MEP2-GFP fluorescence in TOR pathway yeast screen. 330,000 compounds, 0.51% hits. S. cerevisiae MEP2-GFP strain, flow cytometry GFP, 3 h; 100% = DMSO control level. GFP response vs DMSO, % at 10 µM;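 active = GFP response versus DMSO above a set limit, roughly screen mean plus 3 SD, cut at about 180% in these data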;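 note: median GFP fluorescence of the barcode-gated MEP2-GFP cells per well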
Yeast superoxide: caloric restriction mimetics inhibiting age-related superoxide in yeast. S. cerevisiae aged cells, superoxide DHE fluorescence; stronger effect = lower value. 330,000 compounds, 0.18% hits. superoxide response (% of plate mean), % at 10 µM;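 active = superoxide response under a set limit, about three screen SD below normal, cut at about 65% in these data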;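 note: yeast aged for seven days with compound at 30 °C before DHE staining; 100% = average MFI of all compound-treated wells on the plate with controls excluded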
AHR activator: activates the human aryl hydrocarbon receptor | AHR-responsive luciferase reporter cells, luminescence | activation, % at 5 µM | 320,000 compounds, 2.5% hits | AID 2796; in the data active = activation above about 47%;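 note: 0% = vehicle wells and 100% = reference agonist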
JMJD2C inh: inhibitors of human GASC-1 (JMJD2C) demethylase | Q9H3R0 | GST-JMJD2C(1-420) H3K9me3 demethylation, DELFIA europium | inhibition, % at 2.35 µM | 330,000 compounds, 0.069% hits | AID 2099;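 active = more than half of a compound's replicate wells show inhibition beyond 50%, single wells judged on their own value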;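 note: signal counts dimethyl H3K9 product captured on neutravidin plate; 0% = median of DMSO wells and 100% = 0.3 times that DMSO median; strong numbers were not always called active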
Target sequence (Q9H3R0 1-420 limits assumed): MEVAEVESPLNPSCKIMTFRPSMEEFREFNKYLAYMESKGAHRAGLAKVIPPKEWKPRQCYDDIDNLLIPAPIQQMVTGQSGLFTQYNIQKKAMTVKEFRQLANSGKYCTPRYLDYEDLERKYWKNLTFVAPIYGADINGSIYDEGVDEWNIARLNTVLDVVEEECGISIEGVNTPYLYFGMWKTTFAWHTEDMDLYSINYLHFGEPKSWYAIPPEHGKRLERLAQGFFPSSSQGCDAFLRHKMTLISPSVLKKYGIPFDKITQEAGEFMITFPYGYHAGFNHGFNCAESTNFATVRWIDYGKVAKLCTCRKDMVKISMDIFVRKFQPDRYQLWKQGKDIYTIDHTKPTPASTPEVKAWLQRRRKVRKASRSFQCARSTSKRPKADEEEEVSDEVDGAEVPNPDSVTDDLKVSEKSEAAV
procasp7 counter: counter-screen for procaspase-3 activators: activators of human procaspase-7. P55210. recombinant procaspase-7, Ac-DEVD-pNA absorbance 405 nm; D23A/D198A/D206A triple mutant, cannot self-cleave; scale: DMSO 0, 5 µM enzyme 100. activation, % at 8.5 µM. 330,000 compounds, 0.093% hits;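 active = percent activation above the screen-wide mean plus 3 SD, cut at about 25% in these data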
Target sequence (P55210 whole entry D23A/D198A/D206A): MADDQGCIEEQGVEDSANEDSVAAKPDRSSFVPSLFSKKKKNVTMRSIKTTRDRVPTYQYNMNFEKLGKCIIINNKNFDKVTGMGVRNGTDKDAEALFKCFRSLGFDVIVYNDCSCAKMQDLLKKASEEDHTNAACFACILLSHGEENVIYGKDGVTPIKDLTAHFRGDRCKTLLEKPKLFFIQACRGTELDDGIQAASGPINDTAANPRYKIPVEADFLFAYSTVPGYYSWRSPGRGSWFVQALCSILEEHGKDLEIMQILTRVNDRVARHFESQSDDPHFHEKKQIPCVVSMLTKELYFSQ
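signal = Epi-absorbance of released pNA at 405 nm, two timepoints | assay system = Uncleavable procaspase-7 mutant enzyme | reagent = Ac-DEVD-pNA substrate, 400 µM as added | times = 1 h enzyme–compound preincubation and 2 h substrate reaction, both 25 °C | benchmarks = low DMSO alone, high DMSO plus 5 µM PC-7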
procasp3 activ: activators of human procaspase-3; recombinant procaspase-3 D3A, Ac-DEVD-pNA absorbance 405 nm; activation, % at 8.5 µM; 330,000 compounds, 0.11% hits; AID 463141;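 active = activation above the mean of all tested compounds plus 3 SD, cut at about 21% in these data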;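 note: 0% = DMSO alone and 100% = DMSO wells spiked with extra 5 µM PC-3 D3A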
Target sequence (P42574 whole entry D9A/D28A/D175A): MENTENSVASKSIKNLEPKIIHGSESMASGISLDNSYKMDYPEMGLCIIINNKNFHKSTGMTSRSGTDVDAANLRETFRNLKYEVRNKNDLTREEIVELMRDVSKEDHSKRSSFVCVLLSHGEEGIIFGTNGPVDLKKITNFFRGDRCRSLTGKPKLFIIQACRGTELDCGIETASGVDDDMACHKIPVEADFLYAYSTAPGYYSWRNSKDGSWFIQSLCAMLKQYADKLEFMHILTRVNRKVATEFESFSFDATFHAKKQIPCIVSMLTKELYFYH
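Technique: 405 nm absorbance of p-nitroaniline, reads at 0 and 120 min; Test system: Procaspase-3 D3A mutant; Incubation: 1 h enzyme-compound preincubation, then 2 h substrate reaction, 25 °C; Repeats: singlicate, each compound tested once; Benchmarks: low control DMSO wells, high control DMSO plus 5 µM PC-3 D3A.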
Numbers without * were called inactive; x = no result given.

Molecule,RPL19A-GFP yeast,LAP4-GFP MLPCN,MEP2-GFP yeast,Yeast superoxide,AHR activator,JMJD2C inh,procasp7 counter,procasp3 activ
COc1ccc(NC(=O)CSc2nnnn2C2CC2)cc1S(=O)(=O)N1CCOCC1,97.5,99.8,103.4,106.5,3.4,5.6,-9.0,-1.1
CCCCNS(=O)(=O)c1ccc(OC)cc1,100.8,99.1,92.5,104.4,3.5,-1.7,-6.3,1.8
Cc1ccn2c(C(=O)N/N=C\c3ccc4c(c3)OCO4)c(C)nc2c1,107.0,103.4,107.4,100.6,13.2,0.8,-10.3,2.7
Cn1c(=O)c2c(nc(CN3CCN(C(c4ccccc4)c4ccccc4)CC3)n2CCCO)n(C)c1=O,100.6,108.0,109.1,88.5,0.3,1.5,-2.3,2.1
COc1ccccc1NS(=O)(=O)c1cccc(C(=O)NNC(=O)c2ccc(=O)[nH]c2)c1,99.2,103.7,104.3,118.8,-0.2,3.4,3.3,-2.6
COc1ccc(C2NC(=S)NC(C)=C2C(=O)Nc2ccccn2)cc1 (stereo unspecified),108.1,82.1,103.4,93.9,1.1,8.8,-4.7,2.9
O=C(CCCC(=O)OCC(=O)c1ccc(Cl)cc1)NC1CCCCC1,96.8,98.5,101.3,105.6,32.0,4.1,-0.7,6.8
CC1(C)CC(=O)C2=C(C1)OC1=C(C(=O)CC(C)(C)C1)C2c1ccc(O)c([N+](=O)[O-])c1,103.9,84.2,102.7,126.3,18.2,-9.9,3.0,3.6
COC(=O)CCC(=O)OC1(C)C(=O)C2=CN(CCN3CCOCC3)C(c3ccc(OC)cc3)=CC2=C(Br)C1=O (stereo unspecified),97.0,107.4,94.9,100.0,2.0,8.2,-30.1,-10.1
Cc1ccc(-c2nc3ccccc3c(=O)n2NC(=S)N(C)C)cc1,98.3,105.7,107.8,88.9,19.9,2.0,-11.2,-3.4
CCOc1ccc(N(CC(=O)Nc2ccccc2)S(C)(=O)=O)cc1,101.8,100.7,105.7,99.3,2.4,5.1,10.9,9.2
CCN1CCN(S(=O)(=O)c2ccc(Cl)c(C(=O)NCc3nc4ccccc4[nH]3)c2)CC1,99.5,102.3,105.5,88.7,8.0,x,2.0,4.0
O=C(NC1CC2CCCC(C1)N2C(=S)Nc1ccccc1)C1CC1 (stereo unspecified),99.3,96.0,89.7,106.6,-1.3,5.3,-5.5,-0.9
NC(=O)c1ccc2c(=O)c(O)c(-c3cc(Cl)c(N)c(Cl)c3)[nH]c2c1,100.7,93.9,102.0,93.7,20.8,18.0,3.6,-0.5
O=C(Nc1ccc(CN2CCOCC2)cc1)c1ccc(-c2cccc(Cl)c2)o1,99.7,103.4,100.6,93.1,-4.2,4.1,4.9,0.9
CC1(OC(=O)CCc2ccccc2)C(=O)C=C2C=C(c3ccc(C#N)cc3)N(CC3CC3)C=C2C1=O (stereo unspecified),96.1,107.4,94.9,101.2,0.3,-2.8,0.7,2.9
Clc1ccc(CN2C3=NCCN3c3ccccc32)cc1,98.9,101.5,105.0,103.4,6.1,1.4,4.5,0.1
O=C(CCC(=O)OCc1ccc(C(=O)Oc2ccccc2)cc1)Nc1cccc2ccccc12,92.2,96.8,95.0,108.8,1.3,-4.6,10.2,1.1
COC(=O)N/N=C\c1c(C)nn(-c2ccccc2)c1Cl,98.9,97.3,117.2,86.4,0.8,-4.1,-5.8,0.8
COc1ccccc1/C=C/C(=O)NCCc1ccccn1,103.1,99.7,110.7,105.0,63.3*,-21.7,-2.8,2.5
CC(CNC(=O)Cn1ccc2cc(S(=O)(=O)N3CCCC3)ccc21)c1ccccc1 (stereo unspecified),101.8,98.1,100.5,105.3,-0.5,-22.4,11.9,11.1
O=C(COC(=O)CNS(=O)(=O)c1c(F)cccc1F)NC(=O)NC1CCCCC1,98.6,96.7,96.0,113.1,-0.7,4.7,1.4,2.8
COC(=O)c1ccc(CN2CCN(Cc3ccccc3)C(CCO)C2)cc1 (stereo unspecified),104.9,96.5,104.4,93.5,3.7,-1.5,5.7,-1.1
C=CCN1C(=O)c2ccc(C(=O)N(C)CC(=O)Nc3ccc(Br)cc3C)cc2C1=O,99.8,103.0,92.2,103.7,0.0,-3.0,-2.4,2.5
COc1cc(C(=O)N/N=C(\c2ccccc2)c2ccccn2)cc(OC)c1OC,103.4,89.9,103.8,97.3,24.7,-11.2,3.7,8.4
O=C(O)CC(c1cccc(Cl)c1)n1cccc1 (stereo unspecified),103.2,93.6,96.5,107.6,-2.3,-5.1,-5.2,-5.9
O=C(CSc1nnc(Nc2ccccc2)s1)Nc1ccc(S(=O)(=O)N2CCOCC2)cc1,x,97.0,102.4,94.3,6.5,-1.9,4.5,6.0
COCCCn1c(SCC(=O)NC(C)(C)C)nnc1-c1ccccc1,98.5,98.2,98.5,102.4,-0.4,-4.6,-0.9,4.6
O=C(NC1(C(F)(F)F)C(=O)Nc2c1c(=O)[nH]c(=O)n2Cc1ccco1)C1CCCCC1 (stereo unspecified),99.7,94.4,100.2,91.8,2.6,-3.7,1.5,4.8
CN(CC(=O)Nc1ccc(Cl)c(C(F)(F)F)c1)C(=O)CNC(=O)C1CCCCC1,97.5,98.2,99.9,88.1,5.1,2.4,-2.7,5.9

Ordered by heavy-atom count (highest first): some entries from above.
Molecule,RPL19A-GFP yeast,LAP4-GFP MLPCN,MEP2-GFP yeast,Yeast superoxide,AHR activator,JMJD2C inh,procasp7 counter,procasp3 activ
O=C(CCC(=O)OCc1ccc(C(=O)Oc2ccccc2)cc1)Nc1cccc2ccccc12,92.2,96.8,95.0,108.8,1.3,-4.6,10.2,1.1
CC(CNC(=O)Cn1ccc2cc(S(=O)(=O)N3CCCC3)ccc21)c1ccccc1 (stereo unspecified),101.8,98.1,100.5,105.3,-0.5,-22.4,11.9,11.1
O=C(CCCC(=O)OCC(=O)c1ccc(Cl)cc1)NC1CCCCC1,96.8,98.5,101.3,105.6,32.0,4.1,-0.7,6.8

Further entries
Molecule,RPL19A-GFP yeast,LAP4-GFP MLPCN,MEP2-GFP yeast,Yeast superoxide,AHR activator,JMJD2C inh,procasp7 counter,procasp3 activ
COc1cc(NC(=O)c2ccc(-c3ccc(Br)cc3)o2)ccc1NC(=O)C(C)C,97.2,99.0,93.8,115.5,7.5,-7.7,6.1,1.7
COc1cc(/C=N/NC(=O)c2cc(-c3ccccc3)sc2N)cc(OC)c1OC,94.9,101.7,97.9,99.4,49.3*,-1.4,4.8,8.8
CCC(Cc1ccccc1)NC(=O)Cn1cccc1C(=O)c1ccccc1 (stereo unspecified),97.9,98.0,95.0,81.6,2.4,3.2,-3.8,5.2
CN(C)c1ccc(C(O)P(=O)(OCc2ccccc2)c2ccc(N(C)C)cc2)cc1 (stereo unspecified),97.3,106.3,93.8,95.3,12.2,-26.3,2.3,-1.7
CCCCn1c(N)c(N(CCC)C(=O)C2CCCC2)c(=O)[nH]c1=O,94.9,101.3,99.0,103.8,1.4,x,-1.2,2.7
O=C(COc1ccccc1C(=O)Nc1ccccc1)c1ccc(Br)cc1,102.3,94.6,100.7,89.5,4.4,3.6,-2.8,2.1
Cc1ccc(S(=O)(=O)NN2C(=O)/C(=C/c3ccc(F)cc3)SC2=S)cc1,99.9,92.0,110.1,103.9,-1.1,12.5,-7.9,5.0
CC1CCCC(C)N1C(=O)COc1ccc(C(=O)Nc2ccccc2N2CCOCC2)cc1 (stereo unspecified),107.6,101.9,104.8,93.4,4.4,-18.6,-1.4,8.2
CCN(CC)S(=O)(=O)c1ccc2oc(C(=O)N3CCc4ccccc4C3)c(C)c2c1,104.9,97.0,95.4,97.2,3.9,-12.8,-4.5,6.2
Cc1cccc(NC(=O)NNC(=O)c2nn(C)cc2Br)c1,101.3,103.0,102.8,97.9,9.6,-1.4,4.4,-4.5
CCOc1ccc(N2CC(C(=O)NCc3ccco3)CC2=O)cc1 (stereo unspecified),98.8,91.6,99.6,107.5,0.1,-1.1,0.5,0.1
COC(=O)c1c(C)oc(C)c1S(=O)(=O)Nc1ccccc1,99.1,x,82.8,105.1,0.2,2.8,3.9,0.5
C/C(Cl)=C/Cn1c(SCCN2CCOCC2)nc2c1c(=O)[nH]c(=O)n2C,94.8,102.8,96.2,99.2,0.1,1.7,-4.4,-8.0
COc1cc(C(=O)N[C@H](C(=O)OCC(=O)NC2CCCCCC2)C(C)C)cc(OC)c1OC,101.8,99.0,100.1,114.8,2.6,1.1,-1.2,5.6
COc1ccc(Cl)cc1NC(=O)CN(C(=O)c1ccco1)C1CCCCC1,101.5,104.9,101.1,133.5,9.8,30.6,1.8,2.6
CCN(Cc1ccccc1)S(=O)(=O)c1cc(C(=O)NCC2CCCCC2)ccc1OC,110.5,100.2,106.6,104.0,0.5,-3.0,6.2,0.5
O=C(NCc1cccs1)C(=O)NCC(c1ccco1)N1CCN(c2ccccc2)CC1 (stereo unspecified),102.2,95.7,109.8,101.7,1.6,-10.7,-5.3,-1.3
Cc1ccc(NC(=O)CC2S/C(=N/c3nccs3)N(C)C2=O)c(C)c1 (stereo unspecified),100.3,102.3,106.5,100.6,3.8,-4.4,8.2,1.0
Cc1sc(NC(=O)C2CCCCC2)c(C#N)c1-c1ccccc1,98.5,x,89.3,95.3,29.1,-35.1,-3.8,5.5
Cc1nn(CC(=O)OC(C)C(=O)Nc2ccccc2[N+](=O)[O-])c(C)c1[N+](=O)[O-] (stereo unspecified),106.1,98.2,107.9,131.8,4.7,5.9,2.7,-1.9
CCC/C(C#CCCN1C(=O)c2ccccc2C1=O)=C1/c2ccccc2C(=O)N1c1ccccc1,96.2,100.4,109.6,91.6,4.4,6.4,-4.7,-2.8
O=C1CCN(S(=O)(=O)c2ccccc2)CCN1CCOCc1ccccc1,97.5,126.9,91.7,104.4,0.9,3.9,-4.4,-4.3
NC(=O)C1Cc2ccccc2CN1S(=O)(=O)c1cccs1 (stereo unspecified),93.8,94.9,94.1,96.9,1.9,-18.5,4.5,0.4
COc1ccc(-n2nnc3c(SCC(=O)Nc4ccc5c(c4)OCCO5)ncnc32)cc1,97.9,94.8,101.7,125.2,7.6,-4.5,3.9,-1.2
CCN(CC)CCN(Cc1cc2ccc(C)cc2[nH]c1=O)C(=O)NC1CCCCC1,97.0,114.5,93.8,89.4,2.4,9.6,9.3,3.8
CCc1ccc(C2C(C#N)=C(N)OC3=C2C(=O)CCC3)s1 (stereo unspecified),84.2,83.6,102.9,102.2,2.1,-4.0,-1.8,-7.3
Cc1cccn2c(CN(C)CC3CCCCO3)c(C(=O)N3CCCCC3)nc12 (stereo unspecified),101.9,104.6,98.1,94.6,7.8,-7.9,8.2,-6.1
CCCc1cc(C(=O)Nc2cc(Br)ccc2O)no1,101.8,106.6,96.4,98.1,-3.2,-2.4,8.7,-8.9
CCN(CC)S(=O)(=O)c1ccc(OC)c(NC(=O)c2ccc([N+](=O)[O-])cc2)c1,99.3,98.9,101.7,95.6,3.1,35.3,-4.7,-0.6
COCCN(CC(=O)Nc1ccc(F)cc1)S(=O)(=O)c1ccc(S(=O)(=O)N2CCCC2)cc1,112.1,102.9,110.4,96.2,-0.1,72.2,-1.8,-1.8
COc1ccc(OCCSc2nc3ccccc3n2CC(=O)O)cc1,97.1,100.5,104.1,113.3,-0.3,10.0,1.4,-5.8
O=c1ccc(-c2ccc(S(=O)(=O)N3CCN(c4cccc(Cl)c4)CC3)o2)n[nH]1,96.3,91.1,99.5,128.3,2.9,-5.9,-0.3,-1.6
